PTHR1 agonist – activates the human parathyroid hormone receptor PTHR1 | Q03431 | HEK293 GP2 PTHR1 cells, GloSensor cAMP luminescence, 1 h | Potency, µM (highest dose often 115 µM), for the others: top-dose activation, actives largely listed as activators | hit rate 0.075% among 410,000 | AID 743266; also: potency is read from the fitted curve at half-maximal effect; nearly all actives have a fitted effect of over 55% in size; some results filed as inactive show a strong effect at the top dose; inactives centre near -15; many of its hits are not listed in these tables
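HEK-293-derived GP2 cells expressing PTHR1 and a GloSensor cAMP reporter, 3,000/well, plated overnight, given luciferin plus IBMX (each 0.5 mM as added) for 1 h at 37 °C, then compound for 1 h at 37 °C. Luminescence was read after 15 min at room temperature.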
PI5P4K alpha inh – blocks human PI5P4K alpha kinase activity; P48426; PI5P4Kalpha enzyme, ADP-Glo luminescence, 60 min; stronger effect = lower value; max response, %; hit rate 1.2% among 330,000; AID 652105; active = max response of -50% or lower; inconclusive = between -30% and -50%; inactive = -30% or higher; also: value at the top dose of about 77 µM; % is scaled to controls: 0 for no effect and ±100 for the full control effect
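Human PI5P4Kalpha with substrate in 0.038 M HEPES pH 7.4, 0.28 mM EGTA, 0.1% CHAPS, 5% DMSO; reaction started with 5 microM ATP (final), 60 min at room temperature. ADP formed read by ADP-Glo luminescence.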
EPAC1 antagonist – antagonists of human EPAC1; EPAC1 GEF assay, Rap1b-BODIPY-GDP exchange fluorescence; Potency, µM (doses to about 115 µM), for the others: top-dose activity change, negative = inhibition, most hits filed as inhibitors; hit rate 0.14% among 360,000; AID 720709;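 also: potency is read from the fitted curve at half-maximal effect; plate controls were vehicle for no effect and positive control for full effect; nearly all actives have a fitted effect of over 50% in size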
Target sequence (O95398 whole entry, looked up): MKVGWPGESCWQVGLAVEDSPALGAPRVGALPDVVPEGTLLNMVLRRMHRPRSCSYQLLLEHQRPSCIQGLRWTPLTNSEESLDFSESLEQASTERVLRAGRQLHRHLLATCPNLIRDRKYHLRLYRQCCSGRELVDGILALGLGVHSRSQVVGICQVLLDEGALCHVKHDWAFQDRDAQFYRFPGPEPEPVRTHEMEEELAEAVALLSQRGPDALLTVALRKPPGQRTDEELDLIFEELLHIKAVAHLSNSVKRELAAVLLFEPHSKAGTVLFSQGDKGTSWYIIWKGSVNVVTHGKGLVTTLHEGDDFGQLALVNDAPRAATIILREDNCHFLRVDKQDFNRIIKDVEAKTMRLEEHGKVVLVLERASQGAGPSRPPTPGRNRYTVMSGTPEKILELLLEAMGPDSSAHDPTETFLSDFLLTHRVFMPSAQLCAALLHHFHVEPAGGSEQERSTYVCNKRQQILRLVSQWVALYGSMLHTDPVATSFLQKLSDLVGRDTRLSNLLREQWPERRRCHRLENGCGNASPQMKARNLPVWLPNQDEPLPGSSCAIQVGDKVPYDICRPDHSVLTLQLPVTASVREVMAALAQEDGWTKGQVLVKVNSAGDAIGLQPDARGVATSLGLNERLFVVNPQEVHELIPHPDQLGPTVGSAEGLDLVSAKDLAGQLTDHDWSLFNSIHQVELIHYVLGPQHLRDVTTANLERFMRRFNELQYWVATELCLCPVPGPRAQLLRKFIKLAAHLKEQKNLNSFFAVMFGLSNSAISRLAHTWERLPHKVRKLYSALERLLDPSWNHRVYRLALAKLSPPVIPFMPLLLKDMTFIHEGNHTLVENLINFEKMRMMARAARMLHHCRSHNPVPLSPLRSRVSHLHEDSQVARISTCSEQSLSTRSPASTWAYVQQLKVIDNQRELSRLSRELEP
HEK293 tox – cytotoxicity counter-screen for GLP-1 receptor inverse agonists | Potency, µM (top dose mostly 38.3 µM), for the others: top-dose activity change, negative = inhibition, usual class: inhibitors | AID 624418 | HEK293 cAMP-luciferase reporter cells, luminescence, 24 h | hit rate 0.13% among 410,000;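 also: loss of luciferase light is scored as toxicity; potency is read from the fitted curve at half-maximal effect; % is scaled to controls: 0 for no effect and ±100 for the full control effect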
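MLSMR compounds, 24 hr on cells at 37 deg C/5% CO2; luminescence after luciferase reagent (12 min RT). Inhibition counted as the undesired cytotoxic outcome.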
IL-2 act – IL-2 activation. IL-2 activation reporter assay, cell-based qHTS; stimulated with anti-CD3/CD4/CD28 beads; in transgenic mouse T cells. activation, % (series mostly up to about 46 µM). hit rate 0.065% among 360,000. AID 652025; in the data active = activation above about 50%; inconclusive = mostly about 30% to 49%; also: 0% is about no effect
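Readout: EGFP and DsRed signals by fluorescent plate cytometry. Unstimulated transgenic mouse T cells received compound 60 min before antibody-bead stimulation, then incubated 18 h at 37 degrees C.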
PLK1 PBD inh – inhibitors of human PLK1 polo-box domain binding; AID 720504; Plk1 PBD binding of FITC phosphopeptide, fluorescence polarization; Potency, µM, inactives show max response, negative = inhibition, actives largely listed as inhibitors; P53350; hit rate 2.8% among 360,000; also: potency is read from the fitted curve at half-maximal effect; series mostly up to about 57 µM; % is scaled to controls: 0 for no effect and ±100 for the full control effect; nearly all actives have a fitted effect of over 65% in size
EPAC1 ag – activates human EPAC1 exchange factor | O95398 | EPAC1 agonist qHTS, biochemical assay; response scale: 100% = response to 6.5 mM cAMP | Potency, µM (highest dose often 154 µM), inactives show at the top dose activation, usual class: activators | hit rate 0.073% among 360,000; also: potency is read from the fitted curve at half-maximal effect; nearly all actives have a fitted effect of over 60% in size
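Compounds were pinned as a concentration titration into mixtures of EPAC1 (100 nM), BODIPY-GDP-loaded Rap1B (250 nM) and GDP (50 uM). After 5 min at room temperature, fluorescence was followed for 30 min; activity was scaled to 6.5 mM cAMP.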
GLP1R ag – GLP-1 receptor (human) agonism. AID 624172. hit rate 0.007% among 380,000. HEK293 GLP-1R CRE-luciferase, luminescence, 4-6 h; cells express a hypersensitive GLP-1R form. P43220. Potency, µM (series often up to 45.6 µM), for the others: at the top dose activation, actives largely listed as activators; also: potency is read from the fitted curve at half-maximal effect; % of control where 0% means no effect
GLP1R inv ag – acts as inverse agonist at human GLP-1 receptor | P43220 | HEK293 GLP-1R CRE-luciferase, luminescence, 24 h; GLP-1R form is constitutively active | Potency, µM (titrated, usually from 38.3 µM), for inactives: at the highest dose activity change, negative = inhibition, most hits filed as inhibitors | hit rate 1.6% among 410,000 | AID 624417; also: potency is read from the fitted curve at half-maximal effect; % is scaled to controls: 0 for no effect and ±100 for the full control effect; nearly all actives have a fitted effect of over 55% in size
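Constitutively active GLP-1R drives a cAMP-responsive luciferase in stably transfected HEK293 cells; test compounds are added after overnight (12 h) attachment and left 24 hr, and signal loss in luminescence marks inhibition.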
* hit, by the source's call; i = inactive; ? = inconclusive; / = no result given; [ ] = another dose, or the depositor's remark. Unless noted, calls follow the shape of the dose curve; as a rule, active = well fitted curve in the direction sought with a large enough effect; inconclusive = small, poorly fitted or top-dose-only effect, or another doubt; inactive = no such curve, though single readings can be large; an effect the other way counts as inactive or inconclusive. An excerpt; the hit share may differ from the screen's.

SMILES	PTHR1 agonist	PI5P4K alpha inh	EPAC1 antagonist	HEK293 tox	IL-2 act	PLK1 PBD inh	EPAC1 ag	GLP1R ag	GLP1R inv ag
O=C(NCCC(=O)N1CCN(C(=O)c2ccco2)CC1)c1ccccc1Cl	-19%	2	-3%	8%	0.3	3%	5%	-4%	-5%
CCOC(=O)c1ccc(NC(=O)c2nc[nH]c2C(=O)NCCCNC(=O)c2[nH]cnc2C(=O)Nc2ccc(C(=O)OCC)cc2)cc1	-16%	1	1%	5%	2.0	1%	-4%	-1%	25%
CCOC(=O)C(CCCOc1ccc(C)cc1)C(=O)OCC	i	-10	3%	-1%	0.5	-3%	-12%	-7%	-24%
COc1cccc(-c2c(C#N)c(SC)nc3cc(C)nn23)c1	i	-6	-14%	2%	0.1	-3%	9%	1%	35%[activator]
CCNC(=O)C1(C)CCN1C(=O)Cc1ccc(C(C)C)cc1 (stereo not drawn)	-16%	2	-27%	-1%	0.4	4%	2%	-5%	28%
O=C1CCCc2nn(-c3ccccc3)nc21	-38%[57.5 µM]	-1	-4%	6%	0.2	-8%	1%	23%	26%
COc1cc(C(c2c(O)cc(C)[nH]c2=O)c2c(O)cc(C)[nH]c2=O)ccc1O	i	3	-8%	48%[activator]	3.3	-11%	7%	2%	14%
C=C(C)C(=O)N1CC2(CC(c3cccc(NC(=O)CCCCC)c3)=NO2)C[C@H]1C(N)=O (stereo partly drawn)	-7%	3	-6%	-4%	0.4	-9%	0%	-3%	3%
COCCCn1c(=O)c2sccc2n2c(CCCC(=O)N3CCN(c4ccccn4)CC3)nnc12	i	-2	1%	-3%	-2.0	-24%	-2%	-5%	2%
C=CCN(CC=C)C(=O)C1CCN(S(=O)(=O)c2ccc(-n3cnnn3)cc2)CC1	i	-3	3%	-9%	1.0	-17%	-8%	0%	9%
COCCn1ccc2c(OCC(=O)NCCc3ccccc3)cccc2c1=O	i	-7	-14%	3%	0.7	0%	12%	13%	35%[activator]
CCc1ccc(N(CC)C(=O)Cn2cnc3sc(C)c(S(=O)(=O)N4CCN(c5ncccn5)CC4)c3c2=O)cc1	i	/	/	4%	/	/	/	0%	13%
CN1CCCN(Cc2nc(-c3ccc(Cl)cc3)no2)CC1	-10%	-4	-9%	22%	-1.3	?	10%	8%	?
COC(=O)c1ccc(NC(=O)c2cccc(Cl)c2)o1	-23%[57.5 µM]	-5	-8%	-6%	-0.4	-15%	4%	-3%	0%
O=C1c2ccccc2C(=O)N1CCSC(=S)N1CCOCC1	i	/	3%	-7%	1.4	-2%	4%	-10%	11%
CC(=O)N1N=C(c2ccc(Br)cc2)CC1c1ccc(Br)cc1 (stereo not drawn)	-33%[inhibitor]	1	11%	0%	-2.4	0%	0%	16%	?
CC(C)C(=O)NC(=S)Nc1ccc(S(=O)(=O)Nc2nccs2)cc1	i	1	-16%	-1%	-1.1	?	10%	3%	21%
Nc1n[nH]c2cc(=O)n(-c3ccc(Cl)cc3)nc12	-15%	-23	-4%	-1%	0.7	-24%	-6%	-5%	23%
CC(NC(=O)COc1ccccc1-c1ccccc1)c1ccccc1 (stereo not drawn)	-10%	20	-17%	23%	-2.3	6%	1%	22%	?
CCC(=O)Nc1ccc(S(=O)(=O)Nc2ccccn2)cc1	-14%	3	-18%	-6%	-1.6	-4%	4%	8%	3%
O=C(NC1CCCCC1)c1cc(-c2cccc(Cl)c2)on1	i	1	-7%	6%	-1.6	0%	-6%	8%	30%
COc1ccc(N(CC(=O)N2CCN(C)CC2)S(=O)(=O)c2cc(C)ccc2OC)cc1Cl	i	8	-4%	-1%	-1.2	-1%	-7%	1%	-12%
O=C(c1cccs1)N1C[C@@H](O)[C@H](n2cc(-c3ccc(F)cc3)nn2)C[C@@H]1c1ccccc1	-70%	-1	-8%	-10%	-4.6	-18%	-3%	3%	?
COc1ccc(N2CCN(C(=O)CCNC(=O)c3ccc(C(C)(C)C)cc3)CC2)cc1	-9%	-1	-11%	-12%	-0.6	-15%	-3%	8%	?
CNc1ncc(C(=O)c2ccc(-c3ccccc3)cc2)s1	-16%	-5	-17%	-7%	0.5	-8%	5%	8%	-28%
The list goes on.
SMILES	PTHR1 agonist	PI5P4K alpha inh	EPAC1 antagonist	HEK293 tox	IL-2 act	PLK1 PBD inh	EPAC1 ag	GLP1R ag	GLP1R inv ag
COC(=O)[C@@H]1C[C@@]2(O)[C@@H](O)[C@@H](O)[C@@H](O)C[C@H]2N1C/C=C/c1ccccc1	i	4	12%	-2%	0.3	2%	-12%	-5%	11%
COC(=O)C1CCN(C(=O)COC(=O)CC(NC(N)=O)c2ccc(Cl)cc2)CC1 (stereo not drawn)	-62%[inhibitor]	2	-8%	14%	-1.2	-7%	4%	1%	-1%
CCCCn1nnnc1C(c1cc2ccccc2o1)N(CCN(C)C)Cc1ccccc1 (stereo not drawn)	-27%	-1	-15%	-4%	-1.2	1%	-12%	-3%	?
O=C(CCC(=O)N1CCN(Cc2ccc(F)cc2)CC1)Nc1nnc(C(F)(F)F)s1	i	3	-6%	18%	2.4	-14%	-9%	-6%	2%
COc1ccc(OC)c(NCCN2C(=O)c3ccccc3C2=O)c1	i	2	-4%	3%	0.3	-4%	4%	10%	-2%
O=C(CNC1CCCCC1)Nc1ccc([N+](=O)[O-])cc1C(=O)Nc1ccccc1F	i	1	-5%	0%	-1.4	4%	2%	-1%	?
COc1ccc(NC(=O)Cn2cnc3ccc(S(=O)(=O)N4CCC(C)CC4)cc3c2=O)cc1Cl	-19%	/	/	0%	/	/	/	0%	16%
Cc1ccc(CSCC(=O)NCc2cccs2)cc1	-12%	1	0%	3%[0.307 µM]	-0.3	-3%	8%	-13%	-14%[0.307 µM]
CC(C)c1ccc(N(C(=O)c2csnn2)C(C(=O)NC(C)(C)C)c2cccnc2)cc1 (stereo not drawn)	i	-8	?	5%	-3.7	-10%	3%	2%	-7%
CC1(c2ccc3ccccc3c2)NC(=O)N(CC(=O)N2CCCC(C(F)(F)F)C2)C1=O (stereo not drawn)	-18%	-4	12%	-2%	0.8	-6%	-1%	6%	?
CC(C)(C)n1nc(Cc2cccc3ccccc23)c(C#N)c1N	i	/	-14%	/	0.1	/	13%	-2%	/
O=C(CN1CCN(c2ccc(F)cc2)CC1)N1CCC(Cc2ccccc2)CC1	-6%[57.5 µM]	/	-8%	-15%	3.9	-2%	6%	3%	?
CCNC(=O)C1Cc2cc(S(=O)(=O)N3CCCC3)ccc2N1C(C)=O (stereo not drawn)	i	-2	1%	-6%	-1.2	-14%	-10%	0%	0%
O=C(NCCN1CCOCC1)c1ccc2c(c1)N(Cc1cccc(F)c1)C(=O)c1ccccc1S2	i	-5	-3%	1%	0.6	6%	5%	11%	?
CC(C(=O)NC1CCCCC1)N(Cc1ccc(F)cc1)C(=O)c1snc(C(N)=O)c1N (stereo not drawn)	-9%	3	5%	17%	-0.9	1%	-8%	13%	3%
c1ccc2c(c1)OCCOCCOCCOCCOc1ccccc1OCCOCCOCCO2	-6%	-4	-1%	?	2.7	-8%	-3%	-2%	?
CN(Cc1nc2ccccc2c(=O)[nH]1)C(=O)c1ccc(NC(=O)CSc2nnnn2C)cc1	i	-7	-11%	-1%	-0.7	5%	-8%	-1%	8%
Oc1ccc2ccccc2c1CN1CCN(c2ccccc2F)CC1	-13%	-1	4%	4%	-3.4	-11%	-7%	7%	-1%
COc1ccc(Cc2nnc(SCC(=O)Nc3c(C)cccc3C)[nH]c2=O)cc1	i	5	11%	1%	-2.3	-3%	10%	4%	12%
CC(=O)Nc1ccc(NC(=O)c2ccc(OCc3c(C)noc3C)cc2)cc1	-4%	5	-25%	2%	-0.3	-12%	-3%	5%	0%
CSc1ccc(/C=N/NC(=O)c2cccs2)cc1	i	1	0%	-3%	-3.8	8%	-13%	14%	20%
COc1ccccc1CCN=C(N)NS(=O)(=O)c1cc(F)ccc1F	-39%[inhibitor]	-2	-24%	-7%	1.7	8%	4%	-3%	-5%
COc1ccccc1NC(=O)NC(=O)N(C(C)C)S(C)(=O)=O	i	/	-3%	-12%	-3.5	-10%	6%	-3%	0%
COc1cc(OC)cc(-c2noc([C@@H]3O[C@H](CO)[C@H](O)[C@H](O)[C@H]3O)n2)c1	i	5	-7%	6%	0.5	-5%	8%	-2%	18%
O=C(COn1nnc2ccc(Cl)cc21)NCc1ccccc1	-14%[57.5 µM]	-8	0%	-7%	-0.5	-1%	9%	1%	-25%

In the list so far, 2 contain a CF3 group:
SMILES	PTHR1 agonist	PI5P4K alpha inh	EPAC1 antagonist	HEK293 tox	IL-2 act	PLK1 PBD inh	EPAC1 ag	GLP1R ag	GLP1R inv ag
O=C(CCC(=O)N1CCN(Cc2ccc(F)cc2)CC1)Nc1nnc(C(F)(F)F)s1	i	3	-6%	18%	2.4	-14%	-9%	-6%	2%
CC1(c2ccc3ccccc3c2)NC(=O)N(CC(=O)N2CCCC(C(F)(F)F)C2)C1=O (stereo not drawn)	-18%	-4	12%	-2%	0.8	-6%	-1%	6%	?

(next part)
SMILES	PTHR1 agonist	PI5P4K alpha inh	EPAC1 antagonist	HEK293 tox	IL-2 act	PLK1 PBD inh	EPAC1 ag	GLP1R ag	GLP1R inv ag
O=C(Nc1cccc(F)c1)Nc1nnc([C@@H]2O[C@H](CO)[C@@H](O)[C@H]2O)s1	i	-1	8%	3%	-0.2	-5%	-12%	-4%	9%
COc1cc(NC(=S)Nc2ccc(OC(F)F)cc2)cc(OC)c1	-29%	-1	-32%	-15%	-1.2	-19%	8%	4%	?
Cc1nn(CC(=O)N(C)C2CCS(=O)(=O)C2)c(C)c1S(=O)(=O)N(C)C (stereo not drawn)	-19%	0	-5%	-12%	0.1	4%	7%	3%	21%
Cc1ccc(C)c(C(C)NC(=O)C2CCCC2)c1 (stereo not drawn)	i	0	1%	6%	-0.3	-2%	5%	-6%	-18%
CCS(=O)(=O)N1CCN(C(=O)c2ccccc2)CC1	-7%[57.5 µM]	-3	-16%	-5%	-0.1	-3%	1%	-7%	-6%
O=c1oc2ccccc2cc1-c1ccc(O)cc1	-23%	-9	3%	11%	-0.1	-7%	0%	2%	33%
CC1=C(C(N)=O)C(c2ccc(Cl)cc2Cl)n2ncnc2N1 (stereo not drawn)	?	0	9%	1%	2.8	1%	-3%	1%	24%

Source: PubChem
